Compound activity (PubChem)
14-3-3 PPI – modulators of human 14-3-3 gamma - Raf peptide interaction; P61981; FP, 14-3-3gamma / TMR-pS259-Raf peptide binding; inhibition, % at 40 µM; 160,000 compounds, 0.19% hits; in the data active = inhibition above about 30%;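 also: 0% = protein plus tracer without compound and 100% = blank with tracer alone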
Target sequence (P61981 whole entry, looked up): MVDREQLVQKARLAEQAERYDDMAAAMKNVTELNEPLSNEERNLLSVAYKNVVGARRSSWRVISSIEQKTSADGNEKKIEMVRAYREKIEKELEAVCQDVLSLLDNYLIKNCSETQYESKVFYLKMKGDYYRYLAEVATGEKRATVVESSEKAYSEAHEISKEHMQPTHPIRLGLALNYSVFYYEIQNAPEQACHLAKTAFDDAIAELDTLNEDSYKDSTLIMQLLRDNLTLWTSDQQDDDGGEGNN
* hit, by the source's call; & = joins results of further samples. An excerpt; count on the stated rates, not on these rows.

Results for Cn1c2c(c(=O)n(C)c1=O)C(c1cccc(F)c1)C1=C(CCCC1=O)N2 (centres undefined) ?
14-3-3 PPI: -1

How did CSc1ccc(C2C(C(=O)OCc3ccccc3)=C(C)N=C3SC(C)C(=O)N32)cc1 (centres undefined) do in these assays?
14-3-3 PPI: -63

What do the screens show for `COc1cccc(C2/C(=C(\O)c3ccc4c(c3)OCCO4)C(=O)C(=O)N2CCN(C)C)c1` (centres undefined)?
14-3-3 PPI: 0

What do the screens show for `O=C(CCNS(=O)(=O)c1cccc2nsnc12)N1CCc2ccccc21`?
14-3-3 PPI: -2

What do the screens show for `CC(=O)c1c(CSc2ccccc2)oc2ccc(O)c(CN(C)C)c12`?
14-3-3 PPI: 1

How did Cc1cc(=O)oc(C)c1C(=O)NC12CC3CC(CC(C3)C1)C2 do in these assays?
14-3-3 PPI: -1

Results for CC(C)NC(=O)C(C)n1cccc1C(=O)c1ccccc1 (centres undefined) ?
14-3-3 PPI: -12

Results for Cn1cnnc1SCC(=O)N1CCC(Cc2ccccc2)CC1 ?
14-3-3 PPI: 1

How did O=S(=O)(Nc1cccc2cn[nH]c12)c1ccc(F)cc1 do in these assays?
14-3-3 PPI: -6

What do the screens show for `Cc1ccccc1-c1nc(CS(=O)(=O)CC(=O)NCCCN2CCCC2)c(C)o1`?
14-3-3 PPI: -2

How did Cn1c(=O)c2c(nc(SCC(=O)O)n2Cc2cccc(C(F)(F)F)c2)n(C)c1=O do in these assays?
14-3-3 PPI: -2&-9

What do the screens show for `CCCCCCCCCCCCCCCCCCOC[C@H](COP(=O)([O-])OCC[N+](C)(C)C)OC`?
14-3-3 PPI: -6

How did CC(=O)Nc1ccc2nc(SCc3c(C)cc(C)cc3C)sc2c1 do in these assays?
14-3-3 PPI: -20

How did O=C(Nc1ccc(S(=O)(=O)Nc2ncccn2)cc1)c1ccccc1Br do in these assays?
14-3-3 PPI: -12

What do the screens show for `O=C1CCc2cc(S(=O)(=O)N3CCN(c4cccc(Cl)c4)CC3)ccc2N1`?
14-3-3 PPI: 1

Results for C=C(C)CSc1nc2c(c(=O)[nH]c(=O)n2C)n1Cc1ccccc1Cl ?
14-3-3 PPI: -4

What do the screens show for `O=C(NCc1ccc(Cl)cc1)c1ccc2c(=O)n(CCc3ccccc3)c(=S)[nH]c2c1`?
14-3-3 PPI: -1

Results for CCCCCn1c(=O)c(-c2ccccc2)c(O)c2ccccc21 ?
14-3-3 PPI: -11

How did Cc1cccc(NC(=O)CSc2nccn2-c2cccc(C)c2C)c1C do in these assays?
14-3-3 PPI: 1

How did COc1ccc(C2C(C(=O)NC(C)C)c3ccccc3C(=O)N2C)cc1OC (centres undefined) do in these assays?
14-3-3 PPI: 1

Results for COc1cc(C(=O)N2CCN=C2c2ccccc2)cc(OC)c1OC ?
14-3-3 PPI: -6&-15

Results for O=C(CN1CCN(S(=O)(=O)c2cccc([N+](=O)[O-])c2)CC1)Nc1ccc2c(c1)OCCO2 ?
14-3-3 PPI: 3

How did CSC1=NC(=Cc2ccc3c(c2)OCO3)C(=O)S1 do in these assays?
14-3-3 PPI: 2

How did O=C(NC1CCCC1)c1cnn2c(C(F)(F)F)cc(-c3ccc4c(c3)OCO4)nc12 do in these assays?
14-3-3 PPI: -3

How did COc1ccccc1Nc1c2c(nc3ccc(Cl)cc13)CCC2 do in these assays?
14-3-3 PPI: -1

How did CCc1ccc(OCc2nc(-c3ccccc3)no2)c(Br)c1 do in these assays?
14-3-3 PPI: 8

Results for CCOC(=O)Cc1nc2ccccc2[nH]1 ?
14-3-3 PPI: 11

What do the screens show for `CN(C)c1nc2n(c(=O)n1)C(C#N)CS2` (centres undefined)?
14-3-3 PPI: -3

Results for Cc1ccc2[nH]c(=O)c(C(c3nnnn3C(C)(C)C)N(Cc3ccco3)CC3CCCO3)cc2c1 (centres undefined) ?
14-3-3 PPI: 0

What do the screens show for `CC1=C(C)CS(=Nc2ccccc2)N(S(=O)(=O)c2ccccc2)C1` (centres undefined)?
14-3-3 PPI: 2

What do the screens show for `CC(=O)N1CCC(=O)N(CCC(C)C)c2ccccc21`?
14-3-3 PPI: -7

How did COc1ccc(C(=O)C2C(c3ccc(OC)cc3)C(C#N)(C#N)C3C=Cc4ccccc4N23)cc1 (centres undefined) do in these assays?
14-3-3 PPI: -172

How did Cc1ccc(C(=O)O)cc1S(=O)(=O)N1CCCCC1 do in these assays?
14-3-3 PPI: -1

How did CC1=C(C(=O)OC2CCCC2)C(c2cccc(F)c2)C2=C(CC(c3cccs3)CC2=O)N1 (centres undefined) do in these assays?
14-3-3 PPI: -1

What do the screens show for `CS(=O)(=O)N(CC(=O)Nc1cccc2ccccc12)c1cc(C(F)(F)F)ccc1Cl`?
14-3-3 PPI: -55

How did O=C(NCCN1CCCC1)c1ccc(N2CCCC2=O)cc1 do in these assays?
14-3-3 PPI: 11

Results for Cc1ccc(Cn2c(N3CCCCC3)nc3c2c(=O)n(C)c(=O)n3C)cc1 ?
14-3-3 PPI: 2

Results for Cc1cccc2nc(Cn3c(=O)n(CCC(=O)NCc4ccco4)c(=O)c4sccc43)cc(=O)n12 ?
14-3-3 PPI: -7

What do the screens show for `Cn1c(CN2CCCC2)nc2cc(NC(=O)Nc3ccccc3)ccc21`?
14-3-3 PPI: -6

Results for O=C(NCc1ccco1)c1cnc2ccccn2c1=O ?
14-3-3 PPI: 10

Compounds listed so far that contain two or more sulfur atoms, in the order listed:
How did CSc1ccc(C2C(C(=O)OCc3ccccc3)=C(C)N=C3SC(C)C(=O)N32)cc1 (centres undefined) do in these assays?
14-3-3 PPI: -63

What do the screens show for `O=C(CCNS(=O)(=O)c1cccc2nsnc12)N1CCc2ccccc21`?
14-3-3 PPI: -2

How did CC(=O)Nc1ccc2nc(SCc3c(C)cc(C)cc3C)sc2c1 do in these assays?
14-3-3 PPI: -20

How did CSC1=NC(=Cc2ccc3c(c2)OCO3)C(=O)S1 do in these assays?
14-3-3 PPI: 2

What do the screens show for `CC1=C(C)CS(=Nc2ccccc2)N(S(=O)(=O)c2ccccc2)C1` (centres undefined)?
14-3-3 PPI: 2

The list goes on.
How did CCSc1nnc(NC(=O)Cn2c3ccccc3c(=O)c3ccccc32)s1 do in these assays?
14-3-3 PPI: -20

How did COc1ccc(N2C(=O)CC(Sc3nnc(N)s3)C2=O)cc1 (centres undefined) do in these assays?
14-3-3 PPI: -11

What do the screens show for `O=C(NCc1ccc2c(c1)OCO2)c1cccc(S(=O)(=O)N2CCOCC2)c1`?
14-3-3 PPI: -1

Results for Cc1ccc(NC(=O)CSc2nc3ccccc3o2)cc1C ?
14-3-3 PPI: -7

How did COC(=O)c1ccc(N2CCN(C)CC2)c(NC(=O)COc2ccc(OC)cc2)c1 do in these assays?
14-3-3 PPI: -1

Results for O=C1CC(=O)CC(c2ccccc2Cl)C1 ?
14-3-3 PPI: -3

What do the screens show for `CN(C)c1ccc(Nc2cc(N3CCCC3)c3noc4c3c2C(=O)c2ccccc2-4)cc1`?
14-3-3 PPI: -88

How did CCC(C)NC(=O)CSc1nc(NCC2CCCO2)c2ccccc2n1 (centres undefined) do in these assays?
14-3-3 PPI: -3

What do the screens show for `O=C(Nc1nc(-c2ccccc2)cs1)C1CCCN(S(=O)(=O)c2ccccc2)C1` (centres undefined)?
14-3-3 PPI: -4

What do the screens show for `CC(=O)c1ccc(NC(=O)c2cccc(F)c2)cc1`?
14-3-3 PPI: 5

What do the screens show for `COc1ccc(CNS(=O)(=O)c2cc(Br)cc3c2N(C(=O)C2CC2)CC3)cc1`?
14-3-3 PPI: -13

Results for COc1ccccc1N(CC(=O)Nc1ccccc1C)S(=O)(=O)c1ccc(C)cc1 ?
14-3-3 PPI: 3

What do the screens show for `O=C(O)C1Cc2ccccc2CN1S(=O)(=O)c1ccc(F)cc1` (centres undefined)?
14-3-3 PPI: 5

Results for CCOC(=O)Cc1cc(=O)[nH]c(/N=C(/N)Nc2ccc(C)c(C)c2)n1 ?
14-3-3 PPI: -5

How did Cc1ccc(NC(=O)C2C(C=C(Cl)Cl)C2(C)C)c(C)c1 (centres undefined) do in these assays?
14-3-3 PPI: -2

What do the screens show for `CCCCn1c(SCC)nc2sc3c(c2c1=O)CCCC3`?
14-3-3 PPI: 3

Results for O=C(O)c1ccc(Cl)c(NC(=O)C2CCCN2S(=O)(=O)c2cccc3nsnc23)c1 (centres undefined) ?
14-3-3 PPI: -5

How did CCC1Oc2ccccc2N(C(C)C(=O)NCc2ccco2)C1=O (centres undefined) do in these assays?
14-3-3 PPI: -5

How did Cc1cccc(C)c1NC(=O)C(c1cccs1)N(Cc1ccco1)C(=O)Cn1nnc2ccccc21 (centres undefined) do in these assays?
14-3-3 PPI: 0

Results for Cc1csc(NC(=O)CSc2ncnc3c2cnn3-c2ccccc2Cl)n1 ?
14-3-3 PPI: -6

How did CC(C)C(=O)N(Cc1cc2ccccc2[nH]c1=O)C(C)(C)C do in these assays?
14-3-3 PPI: -6

What do the screens show for `Cc1ccc2oc(C(F)(F)C(F)F)cc(=O)c2c1`?
14-3-3 PPI: -4

How did O=S(=O)(Nc1ccc2nc(-c3ccco3)[nH]c2c1)c1ccccc1 do in these assays?
14-3-3 PPI: -19

Results for Cc1sc2c(c1C)c(=O)n(CCc1ccccc1)c(=O)n2Cc1ccccc1C#N ?
14-3-3 PPI: 2

What do the screens show for `Cc1nc2ccc(NC(=O)N3CCSCC3)cc2nc1C`?
14-3-3 PPI: -7

Results for Cn1cnnc1SCC(=O)Nc1ccc2nc(SCc3ccccc3F)sc2c1 ?
14-3-3 PPI: -30

What do the screens show for `CCN(CC)C(=O)CSc1nc2c(cc1C#N)CCC2`?
14-3-3 PPI: -1

Results for O=C(CCN1CCN(c2ccccc2F)CC1)Nc1ccc(Cl)cc1 ?
14-3-3 PPI: -2

Results for Cc1cc(Nc2ccccc2)n(C(=O)c2ccc(N)cc2)n1 ?
14-3-3 PPI: 2

How did O=C(CN1C(=O)C2CC=C(Cl)CC2C1=O)NCc1ccccc1 (centres undefined) do in these assays?
14-3-3 PPI: -3

Results for Cc1cc(OC(=O)c2cc3ccccc3oc2=O)cc(C)c1Cl ?
14-3-3 PPI: 5

What do the screens show for `O=C(O)COc1cc2oc(=O)c3c(c2cc1Cl)CCCC3`?
14-3-3 PPI: 5

How did CN1C(=O)C2(C(C#N)=C(N)Oc3c2oc(CO)cc3=O)c2ccccc21 (centres undefined) do in these assays?
14-3-3 PPI: -4

What do the screens show for `COc1ccc(OC)c(S(=O)(=O)Nc2ccc(C)cc2)c1`?
14-3-3 PPI: -149

What do the screens show for `COc1cccc(C2=Nn3c(nnc3-c3ccccc3)SC2)c1`?
14-3-3 PPI: -4

Results for COc1ccc(NC(=O)C(=O)NCC2CCCO2)cc1Cl (centres undefined) ?
14-3-3 PPI: 3

How did Cc1ccccc1Nc1ncnc2c1cnn2-c1ccccc1 do in these assays?
14-3-3 PPI: -4

How did O=C(Oc1cccc2ccccc12)c1ccc(Cl)c([N+](=O)[O-])c1 do in these assays?
14-3-3 PPI: 1

What do the screens show for `CCC(=O)c1cc(-c2nc3ccccc3n2C)n(C)c1`?
14-3-3 PPI: -3

Results for NC(=O)c1ccc(NC(=O)CN2CCN(CC(=O)Nc3ccccc3Cl)CC2)cc1 ?
14-3-3 PPI: -5

Results for CCOC(=O)c1cc2c(=O)n3ccccc3nc2n(CCOC)c1=NC(=O)c1ccc(OC)cc1 ?
14-3-3 PPI: -6

Results for COc1cccc(C(=O)Nc2ncc3c(n2)CC(c2ccc(OC)cc2OC)CC3=O)c1 (centres undefined) ?
14-3-3 PPI: -9

How did Cc1cc(C)n(-c2nc3c(c(=O)[nH]c(=O)n3C)n2Cc2cccc(Br)c2)n1 do in these assays?
14-3-3 PPI: 0

What do the screens show for `CCOC(=O)Cn1nnc(-c2ccccc2F)n1`?
14-3-3 PPI: -8

Results for COc1ccc(C=Cc2ccc([N+](=O)[O-])cc2)c(OC)c1 ?
14-3-3 PPI: -40

Results for COCCN1C(=O)C(CC(=O)Nc2ccc(C(C)=O)cc2)SC1=Nc1ccccc1 (centres undefined) ?
14-3-3 PPI: -2

What do the screens show for `Cc1cccc(C(=O)Nc2ccc(S(=O)(=O)N3CCCC3)cc2)c1`?
14-3-3 PPI: 0

What do the screens show for `O=c1nc(C=Cc2ccc(Br)cc2)cc(C(F)(F)F)[nH]1`?
14-3-3 PPI: 2

Results for CCCCOC(=O)C1=C(C)NC2=C(C(=O)CC(C)(C)C2)C1c1cccc([N+](=O)[O-])c1 (centres undefined) ?
14-3-3 PPI: -54

How did COc1ccc(C2C3=C(Nc4ncnn42)c2ccccc2OC3c2ccc(SC)cc2)cc1OC (centres undefined) do in these assays?
14-3-3 PPI: -7

Among those listed so far, these have a CF3 group:
How did Cn1c(=O)c2c(nc(SCC(=O)O)n2Cc2cccc(C(F)(F)F)c2)n(C)c1=O do in these assays?
14-3-3 PPI: -2&-9

How did O=C(NC1CCCC1)c1cnn2c(C(F)(F)F)cc(-c3ccc4c(c3)OCO4)nc12 do in these assays?
14-3-3 PPI: -3

What do the screens show for `CS(=O)(=O)N(CC(=O)Nc1cccc2ccccc12)c1cc(C(F)(F)F)ccc1Cl`?
14-3-3 PPI: -55

What do the screens show for `O=c1nc(C=Cc2ccc(Br)cc2)cc(C(F)(F)F)[nH]1`?
14-3-3 PPI: 2

(list continues)
Results for O=C(NCCCn1ccnc1)Nc1ccc(Cl)cc1 ?
14-3-3 PPI: 0

What do the screens show for `Cc1nn(C)c(C)c1NC(=O)CN1CCC(O)(c2ccc3c(c2)OCO3)CC1`?
14-3-3 PPI: -13

Results for CC1=C(C(=O)Nc2ccccn2)C(c2ccc(F)cc2)C2=C(CCCC2=O)N1 (centres undefined) ?
14-3-3 PPI: -13

How did COc1ccc(CCN2C(=O)CC(N3CCOCC3)C2=O)cc1 (centres undefined) do in these assays?
14-3-3 PPI: 1

Results for O=C(NCc1ccc(Cl)cc1)c1ccc2c(=O)n(Cc3ccc(Cl)cc3)c(=S)[nH]c2c1 ?
14-3-3 PPI: -17

What do the screens show for `CCOc1ccc(NC(=O)C(C)Sc2nnnn2-c2cccc3ccccc23)cc1` (centres undefined)?
14-3-3 PPI: 5

Results for O=C(O)CCCc1nc2ccccc2[nH]1 ?
14-3-3 PPI: -4

What do the screens show for `COc1ccc(-n2ccnc2SCC(=O)Nc2ccc(C)c(Cl)c2)cc1`?
14-3-3 PPI: -2

How did Cc1cccc(-n2c(=O)c3ccccc3n(Cc3cccc(F)c3)c2=O)c1 do in these assays?
14-3-3 PPI: 7
